Siah-1 displacement: Siah-1 peptide-binding antagonists, primary screen, biochemical, fluorescence polarization, rhodamine-plectin, uHTS (AID 1817); Siah-1 / rhodamine-plectin peptide fluorescence polarization; higher % means a stronger effect; one-dose displacement, % at 20 µM; IC50 in µM for titrated hits; actives 0.02% (n = 290,000);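 active = displacement of at least 50% at 20 µM, with a fluorescence ratio check between 0.3 and a set limit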;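 note: plate controls were Siah plus tracer with DMSO for no effect and tracer alone without Siah for full effect; strong numbers were not always called active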
AID2073: inhibitors of Mint1-CaV2.2 protein interaction, biochemical, HTRF (AID 2073) | HTRF protein-protein interaction, Mint1-CaV2.2; higher % means a stronger effect | inhibition, % at 20 µM, or IC50 in µM where a hit was titrated | actives 0.19% (n = 290,000); in the data active = inhibition mostly above about 51%, no sharp cut-off; inconclusive = no clear call, values can overlap the other calls; inactive = mostly below about 53%; note: some results filed as inactive read as strong as hits
LYP phosphatase: inhibitors of LYP phosphatase, biochemical, fluorescence intensity, uHTS (AID 1779); actives 0.054% (n = 290,000); inhibition, % at 11.5 µM; hits with a dose series show IC50 in µM; recombinant LYP phosphatase, fluorescence intensity; higher % means a stronger effect;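 note: plate controls were vehicle with enzyme for no effect and no enzyme for full effect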
Dengue-2 NS5 capping: Dengue-2 NS5 methyltransferase inhibitors, primary screen, biochemical, confirmation dose response (AID 588689); actives 0.3% (n = 340,000); Dengue-2 NS5 methyltransferase capping enzyme assay, biochemical; higher % means a stronger effect; inhibition, % at 25 µM, or IC50 in µM where a hit was titrated; in the data active = a potency from the dose series; inconclusive = inhibition above about 29% without an active follow-up result
Myeloid diff MLP: induction of myeloid progenitor differentiation, primary screen, cell-based, flow cytometry, MLPCN library. actives 1% (n = 360,000). calls only at 10 µM. ER-HoxA9 myeloid progenitors, lysozyme-GFP differentiation;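 active = normalized GFP-positive differentiation at or above the plate's own cutoff, the solvent-only control mean plus 3 SD; inconclusive = no clear call, values can overlap the other calls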;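 note: cells exposed to compound for four days before flow analysis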
Lipid droplet: inhibitors of hepatocyte lipid droplet formation, primary screen, imaging, high-throughput imaging, BODIPY stain; AML12 mouse hepatocytes, oleate lipid droplets; inhibition, % at 6.5 µM; actives 0.4% (n = 240,000); AID 1656, 2009;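 active = lipid droplet intensity inhibited by at least 50%, with more than 500 cells counted; inconclusive = wells with under 300 cells, treated as cytotoxic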
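Assay system: AML12 mouse liver cells | Compound: 6.5 µM single-point dosing | Schedule: Overnight exposure | Technique: Fluorescence imaging, 20x objective, two fields per well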
HIV fusion peptide: inhibitors of HIV fusion peptide binding, primary screen, biochemical, uHTS, fluorescence dequenching (AID 1986); cell-free peptide binding, fluorescence dequenching, 30 min; higher % means a stronger effect; one-dose inhibition, % at 20 µM; IC50 in µM for titrated hits; actives 0.3% (n = 290,000); in the data active = inhibition mostly above about 52%, no sharp cut-off; inactive = mostly below about 76%; note: some results filed as inactive read as strong as hits
NOD2 inhibition: NOD2 signaling inhibitors, cell-based, luminescence, uHTS, HEK293 (AID 1566). HEK293 NOD2/NF-kB luciferase reporter, luminescence; higher % means a stronger effect. one-dose inhibition, % at 4 µM; EC50 in µM for titrated hits. actives 0.63% (n = 290,000); note: many of its hits are not listed in these tables
XIAP displacement: XIAP antagonists, biochemical, IAP family, fluorescence polarization (AID 1018); E3 ubiquitin-protein ligase XIAP (Homo sapiens); XIAP BIR domain, fluorescence polarization peptide displacement; higher % means a stronger effect; one-dose displacement, % at 20 µM; IC50 in µM for titrated hits; actives 0.007% (n = 200,000); in the data active = displacement above about 50%; note: a part of the inactive calls stands beside numbers as strong as those of hits
Lipid droplet cells 6.5 µM: second read-out of Lipid droplet, no call of its own (marks repeat the call); cell count; measured here: cell count, cytotoxicity flag;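 cells counted across two imaged fields per well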
Dengue-2 NS5 capping pilot replicate: further read-out of Dengue-2 NS5 capping, marked with its call; inhibition, %; measured here: pilot screen replicate inhibition
Myeloid diff MLP GFP+ MAC1+ %: also measured in Myeloid diff MLP; calls as there; GFP+ MAC1+ double positive, %; measured here: differentiation confirmed by MAC1 staining
* hit, by the source's call; i = inactive; ? = inconclusive; / = not tested or not shown; & = joins results of further samples. Cut-off read from the data, not from the text of the source, unless noted: active = inhibition above about 50%; inactive = the rest. These rows are one share of the data; count on the stated rates, not on these rows.

SMILES | Siah-1 displacement | AID2073 | LYP phosphatase | Dengue-2 NS5 capping | Myeloid diff MLP | Myeloid diff MLP GFP+ MAC1+ % | Lipid droplet | Lipid droplet cells 6.5 µM | HIV fusion peptide | NOD2 inhibition | XIAP displacement | others
O=S(=O)(c1ccc(Cl)cc1)c1cnc(-c2cccnc2)nc1-c1ccccc1 | 8% | 15% | 0% | 1% | i | 0.3 | / | / | -1.9% | -3% | -2.3%
O=C1N=C(N2CCOCC2)S/C1=C/c1ccc(-c2ccc(F)cc2)o1 | 16% | -12% | -1% | -12% | i | 1.4 | 43 | 583 | 0.9% | 15% | -3.2%
Cc1cc(N2CCOCC2)nc(SCC(=O)c2ccccc2)n1 | 0% | -7% | -11% | -7% | i | 2.7 | / | / | -2.7% | -17% | -5.0%
CC(C)CC(c1nnnn1Cc1ccco1)N1CCN(c2cccc(Cl)c2)CC1 (configuration not stated) | 0% | -4% | 2% | 4% | i | 1.5 | / | / | -1.5% | -27% | -4.9%
COc1ccccc1C1=NOC(COC(=O)c2ccc3ccccc3n2)C1 (configuration not stated) | 1% | 11% | 1% | -5% | i | 3.9 | / | / | 1.1% | 11% | -3.6%
COc1cc2c(C#N)c(N3CCCC3)nc(N)c2c(N)n1 | 8% | -1% | -2% | 5%&7% | i | 0.2&0.3 | 10 | 737 | 9.3% | -90% | /
Cc1ccc(N(CC(=O)NC2CCCC2)C(=O)CCC(=O)Nc2nc(C)cs2)cc1 | -2% | 4% | -3% | -8% | i | 0.4 | 0 | 803 | -0.2% | -10% | /
COc1cc(/C=N\NC(=O)c2ccc(C)nc2)ccc1OC(=O)c1ccco1 | -2% | -16% | -6% | -8% | i | 0.7 | 13 | 676 | -1.7% | -8% | 0.4%
C=CCN1C(=O)C(O)(CC(=O)c2ccc(N)cc2)c2ccccc21 (configuration not stated) | -2% | -7% | 2% | 2% | i | 1.0 | / | / | -0.8% | -26% | -7.2%
Cc1cc(C)c2oc(=O)cc(CN3CCOCC3)c2c1 | -2% | 8% | 0% | 2% | i | 1.1 | -12 | 695 | 0.0% | 18% | -7.0%
Cc1ccc(NC(=O)CN(C)CC(=O)Nc2c(C)cccc2C)c(Br)c1 | 2% | 2% | -1% | -5% | i | 0.5 | / | / | 0.5% | 4% | -0.8%
CC1(C)CC(=O)C2=C(C1)OC(N)=C(C#N)C21CCN(Cc2ccccc2)CC1 | 8% | 5% | -8% | 0% | i | 0.9 | / | / | -2.5% | 8% | 4.5%
Cc1noc(C)c1COC(=O)CCOc1ccccc1 | -1% | -4% | -11% | -8% | i | 4.1 | / | / | 3.1% | 0% | -5.9% | Dengue-2 NS5 capping pilot replicate=-3.7
Cc1cnc(C(=O)Nc2ccc(F)cc2)cn1 | -1% | 4% | 4% | 4% | i | 0.6 | / | / | -2.2% | -75% | -1.5% | Dengue-2 NS5 capping pilot replicate=1.8
CC1CCCCC1NC(=O)CCCn1c(=S)[nH]c2ccccc2c1=O (configuration not stated) | 3% | 6% | -4% | -4% | i | 0.9 | -4 | 691 | 14% | 13% | -3.6%
CSc1nc(C)cc(OCC(=O)N/N=C/c2ccccc2O)n1 | -5% | 0% | -5% | 4% | ? | / | 5 | 668 | -0.9% | 1% | -3.1%
Cc1cc(NS(=O)(=O)c2ccc(NC(=O)COc3c(C)cc(Br)cc3C)cc2)no1 | -4% | 11% | -1% | 6% | i | 1.8 | 12 | 818 | 38% | -1% | /
COc1ccccc1/C=C/C=N/n1c(-c2cc(C)[nH]n2)n[nH]c1=S | 4% | -17% | -2% | 4% | i | 1.0 | 12 | 630 | -1.3% | 23% | -3.7%
COC(=O)C(C(=O)NCC1CCCO1)C1CCCC1 (configuration not stated) | 0% | 8% | -6% | -2% | i | 3.3 | 10 | 768 | -0.6% | 20% | -6.9%
CCC(C)(C)NC(=O)C(c1cccc(OC)c1)N(C(=O)c1ccn[nH]1)c1cccc(OC)c1 (configuration not stated) | 2% | -6% | -11% | -1% | i | 1.4 | -8 | 749 | 1.7% | 1% | -1.9%
Cc1ccc(F)cc1NC(=O)CCC(=O)c1cccs1 | 5% | -4% | -4% | -1% | i | 1.0 | -1 | 785 | 0.0% | -7% | -4.9%
CCN1CCN(C(=O)/C=C/c2ccc(OC)cc2)CC1 | -6% | 18% | -5% | 0% | i | 0.2 | 12 | 887 | -1.2% | 22% | / | Dengue-2 NS5 capping pilot replicate=-2.1
CC(C)NCC(O)COCCOc1ccc(Br)cc1 (configuration not stated) | 0% | -4% | 0% | -4% | i | 0.3 | 2 | 680 | -0.5% | -6% | -1.9%
Cc1nnc(SCC(=O)Nc2ccc(S(=O)(=O)N3CCCC3)cc2)n1N | 2% | -5% | -8% | -2% | i | 0.4 | 2 | 701 | -0.5% | -30% | -6.2%
O=c1cc(C(F)(F)F)nc(SC/C=C/c2ccccc2)[nH]1 | 0% | 1% | -6% | 18% | i | 1.4 | -12 | 722 | 25% | 21% | /
Further structures follow:
SMILES | Siah-1 displacement | AID2073 | LYP phosphatase | Dengue-2 NS5 capping | Myeloid diff MLP | Myeloid diff MLP GFP+ MAC1+ % | Lipid droplet | Lipid droplet cells 6.5 µM | HIV fusion peptide | NOD2 inhibition | XIAP displacement | others
Cc1sc2ncnc(NCC3CCCO3)c2c1C (configuration not stated) | 1% | ? | -9% | -4% | i | 1.0 | / | / | -0.3% | 24% | -5.9%
COc1ccc(-c2cc(CCCC(=O)N3CCN(c4ccc(OC)cc4)CC3)no2)cc1 | 2% | 6% | -2% | -3% | i | 1.4 | / | / | -1.3% | 20% | 1.0%
CCCn1nnc(NC(=O)C(c2ccccc2)c2ccccc2)n1 | -4% | 12% | -1% | 1% | i | 1.4 | / | / | 6.4% | -4% | -0.6%
C=CCn1c(SCC(=O)NC(=O)NCCC)nnc1C1CCCCC1 | -2% | -2% | -5% | 3% | i | 1.1 | / | / | -1.3% | -10% | -6.0%
Cc1ccc(OCC(=O)OC2CCCN(C)C2)cc1 (configuration not stated) | 0% | 12% | 4% | -1% | i | 1.0 | 8 | 727 | 0.0% | 3% | -10%
CCCCN(CCCC)S(=O)(=O)c1ccc(NS(=O)(=O)c2ccc(NC(C)=O)cc2)cc1 | 0% | 6% | 1% | -7% | i | 1.1 | 1 | 782 | 0.7% | -36% | -5.5%
Clc1ccc2nncn2n1 | 0% | 12% | -6% | -1% | i | 0.2 | 3 | 702 | 0.6% | 13% | -10%
CCOC(=O)c1cc(C)nc(N2CCCCC2)c1C#N | 11% | 13% | -2% | -5% | i | 0.0 | / | / | 1.2% | 23% | /
CSc1ccc(C2(O)Cc3cccc[n+]3C2c2ccccc2)cc1 (configuration not stated) | 9% | 13% | -8% | -6% | i | 0.3 | 7 | 716 | 0.6% | -10% | /
Cc1ccc(-c2cc(C(=O)N/N=C\c3cnn(C)c3C)c3ccccc3n2)cc1C | 2% | -1% | 3% | 2% | i | 2.3 | 3 | 723 | -0.4% | -15% | -13%
CCOC(=O)COc1c(/C=N\O)cc(Cl)cc1OC | -4% | 5% | -4% | -11% | i | 0.1 | 0 | 658 | -1.4% | -6% | -8.3%
CC(Cn1cncn1)C(=O)N1CCN(S(=O)(=O)c2ccccc2)CC1 (configuration not stated) | -3% | -1% | -9% | 2% | / | / | 14 | 759 | -0.2% | 2% | /
COc1cccc(C(C(=O)NC2CCCC2)N(C(=O)c2ccco2)c2cccc(C(C)=O)c2)c1OC (configuration not stated) | -5% | 8% | -5% | -1% | i | 6.0 | -4 | 741 | -1.6% | 1% | /
O=C(O)c1cc(S(=O)(=O)N2CCCCC2)sc1Cl | 1% | 5% | -1% | 2% | i | 0.1 | -18 | 732 | 0.3% | 8% | -0.4%
CC1(C)c2ccccc2N2CCC(=O)NC21/C=C/c1ccco1 (configuration not stated) | 2% | 10% | -2% | -7% | i | 1.0 | / | / | 0.8% | 4% | -16%
COc1ccc(/C(N)=N/OC(=O)c2c(-c3ccccc3Cl)noc2C)cc1OC | 0% | 2% | -13% | -3% | i | 1.6 | -6 | 702 | 0.0% | -34% | /
Cc1ccc(S(=O)(=O)CCC(=O)N2CCN(c3ccc([N+](=O)[O-])cc3)CC2)cc1 | -2% | ? | 3% | -7% | i | 0.0 | -2 | 734 | 1.7% | 9% | /
CC(C)Oc1ccc(CN2CCCC(CO)(Cc3ccc(F)cc3)C2)cc1 (configuration not stated) | 12% | -2% | -4% | -1% | i | 1.3 | -18 | 776 | 0.5% | -12% | /
Cc1sc(NC(=O)C2CCCC2)c(C#N)c1C | 1% | -16% | 7% | -3% | i | 0.7 | -4 | 738 | 2.9% | -12% | -8.6%
CC(C)(C)C(=O)CNS(=O)(=O)c1ccc(S(=O)(=O)NC2CCCC2)cc1 | 0% | -4% | 0% | -3% | i | 2.1 | -3 | 655 | -1.3% | 12% | -3.6%
C=CCN1/C(=C2/SC(=S)N(C)C2=O)Sc2ccccc21 | -6% | 0% | -10% | / | / | / | -3 | 837 | 2.5% | -29% | /
COc1ccccc1N1CCN(C(=O)c2cn(-c3ccccc3)nc2-c2cccnc2)CC1 | 4% | 20% | -8% | 8% | i | 4.2 | 6 | 837 | -1.3% | -10% | -2.0%
O=C(CSc1nc(-c2ccccc2)nc2c1Cc1ccccc1O2)Nc1ccc(C(=O)O)cc1 | -21% | ? | 10% | -11% | i | 0.4 | 10 | 698 | 59% | -3% | -59%
CCCOc1ccc(C2=CSC3=NCCN23)cc1[N+](=O)[O-] | 1% | -12% | -6% | -5% | i | 0.1 | -14 | 404 | 2.9% | 11% | /
CC(C)CC(=O)Nc1ccc(S(=O)(=O)N2CCCC2)cc1 | 3% | 20% | -9% | -2% | i | 0.3 | 6 | 772 | 1.9% | 9% | /
CCOc1ccc(-c2nnn(CC(=O)NCc3cccs3)n2)cc1 | -1% | -5% | -7% | 0% | i | 1.2 | / | / | -2.5% | -2% | -19%
CCc1nn2cc(-c3ccccc3)nc2s1 | 1% | -9% | -4% | -5% | i | 0.2 | -2 | 728 | 0.4% | -91% | 3.4%

Reprinted from the results shown for reference:
SMILES | Siah-1 displacement | AID2073 | LYP phosphatase | Dengue-2 NS5 capping | Myeloid diff MLP | Myeloid diff MLP GFP+ MAC1+ % | Lipid droplet | Lipid droplet cells 6.5 µM | HIV fusion peptide | NOD2 inhibition | XIAP displacement | others
Cc1sc2ncnc(NCC3CCCO3)c2c1C (configuration not stated) | 1% | ? | -9% | -4% | i | 1.0 | / | / | -0.3% | 24% | -5.9%
COc1ccc(-c2cc(CCCC(=O)N3CCN(c4ccc(OC)cc4)CC3)no2)cc1 | 2% | 6% | -2% | -3% | i | 1.4 | / | / | -1.3% | 20% | 1.0%
CCCn1nnc(NC(=O)C(c2ccccc2)c2ccccc2)n1 | -4% | 12% | -1% | 1% | i | 1.4 | / | / | 6.4% | -4% | -0.6%
C=CCn1c(SCC(=O)NC(=O)NCCC)nnc1C1CCCCC1 | -2% | -2% | -5% | 3% | i | 1.1 | / | / | -1.3% | -10% | -6.0%

High-throughput results: PubChem, several laboratories
